M5 PAM = human M5 muscarinic receptor positive allosteric modulators, primary screen, CHO-K1 cells, Fluo-8 calcium fluorescence; Muscarinic acetylcholine receptor M5 (Homo sapiens), P08912; CHO-K1 hM5, ACh EC20 PAM; 0% = ACh EC20, 100% = ACh EC100; activation, % at 3 µM; 360,000 tested, 0.3% active; AID 624038, 2012;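 active = activation above the run cutoff, the mean activation of all test compounds plus 3 SD, cut at about 18% in these data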
Target sequence (P08912 whole entry, looked up): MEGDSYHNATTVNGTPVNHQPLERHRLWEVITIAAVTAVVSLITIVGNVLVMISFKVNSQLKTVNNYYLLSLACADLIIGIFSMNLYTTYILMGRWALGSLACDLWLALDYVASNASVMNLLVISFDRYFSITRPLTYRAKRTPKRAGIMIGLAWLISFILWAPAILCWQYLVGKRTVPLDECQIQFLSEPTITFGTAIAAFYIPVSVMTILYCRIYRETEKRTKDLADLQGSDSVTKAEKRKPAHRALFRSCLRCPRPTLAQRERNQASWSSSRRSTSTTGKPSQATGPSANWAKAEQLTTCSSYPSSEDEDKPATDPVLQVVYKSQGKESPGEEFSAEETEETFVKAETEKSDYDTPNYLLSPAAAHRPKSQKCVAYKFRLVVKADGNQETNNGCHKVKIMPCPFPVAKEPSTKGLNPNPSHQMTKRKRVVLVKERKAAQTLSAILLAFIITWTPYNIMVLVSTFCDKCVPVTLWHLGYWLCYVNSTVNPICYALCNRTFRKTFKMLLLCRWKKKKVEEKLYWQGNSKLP
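Test system: CHO-K1 hM5 cells / Doses: single-point, 3 µM nominal / Times: Post-acetylcholine fluorescence recording 140 s / Technique: Fluo-8 calcium fluorescence / Measure: Max/basal fluorescence ratio as % of EC20–EC100 ACh window / Benchmarks: low control EC20 acetylcholine (0%), high control EC100 acetylcholine (100%) / Replicates: one well per compound, no replicates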
CRFBP-R2 block = antagonists of CRF-BP/CRF-R2 complex, primary screen, cell-based, HEK293, calcium dye fluorescence, uHTS | CRF-induced calcium fluorescence | inhibition, % at 11.8 µM | 350,000 tested, 0.59% active | AID 588475, 2011;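 active = inhibition of the ligand-induced calcium signal above about 50% at the single tested concentration, limit read from the data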
CHRM5 agonist = human M5 muscarinic receptor agonists, primary screen, CHO-K1 cells, Fluo-8 calcium fluorescence; Muscarinic acetylcholine receptor M5 (Homo sapiens), P08912; CHO-K1 hM5 cells; 0% DMSO wells, 100% maximal acetylcholine response; activation, % at 3 µM; 360,000 tested, 0.19% active; AID 624037, 2012;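 active = activation above the run's mean over test compounds plus 3 SD, cut at about 23% in these data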;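 note: signal is peak over basal fluorescence ratio across the kinetic read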
CHRM1 PAM = human M1 muscarinic receptor positive allosteric modulators, primary screen, CHO-K1 cells, Fluo-8 calcium fluorescence, 1536-well; activation, % at 3 µM; 360,000 tested, 0.088% active; CHO-K1 hM1, ACh EC20; 0% = ACh EC20, 100% = maximal ACh; in the data active = activation above about 19%, passing the limit was not always enough
Target sequence (P11229 whole entry, looked up): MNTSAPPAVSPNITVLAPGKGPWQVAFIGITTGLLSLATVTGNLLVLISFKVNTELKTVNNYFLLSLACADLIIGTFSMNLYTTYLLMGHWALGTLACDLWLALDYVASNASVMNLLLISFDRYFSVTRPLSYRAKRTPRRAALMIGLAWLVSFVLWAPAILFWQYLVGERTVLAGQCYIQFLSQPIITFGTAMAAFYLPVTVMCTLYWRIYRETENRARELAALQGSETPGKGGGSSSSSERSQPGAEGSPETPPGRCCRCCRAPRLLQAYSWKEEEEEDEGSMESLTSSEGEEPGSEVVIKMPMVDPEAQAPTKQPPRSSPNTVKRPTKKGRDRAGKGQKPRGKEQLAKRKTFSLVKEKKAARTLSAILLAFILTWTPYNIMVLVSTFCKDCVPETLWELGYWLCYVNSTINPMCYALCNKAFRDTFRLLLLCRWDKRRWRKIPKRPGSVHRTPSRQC
M4 ag = human M4 muscarinic receptor agonists, primary screen, CHO-K1 cells, Fluo-8 calcium fluorescence. Muscarinic acetylcholine receptor M4 (Homo sapiens), P08173. CHO-K1 hM4/Gqi5; vehicle 0%, full acetylcholine response 100%. activation, % at 3 µM. 360,000 tested, 0.14% active. AID 624127, 2012;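 active = activation above the run mean over all test wells plus 3 SD, cut at about 32% in these data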;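 note: peak over basal fluorescence ratio per well then scaled between controls; 0% = DMSO wells and 100% = acetylcholine at EC100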
CRFBP-R2 agonist = agonists of CRF-BP/CRF-R2 complex, primary screen, cell-based, HEK293, calcium dye fluorescence, uHTS; 350,000 tested, 0.46% active; activation, % at 13.2 µM; CRF-binding protein / CRF receptor 2 complex (human); calcium dye fluorescence (FLIPR); percent of saturating CRF peptide response;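 active = activation of at least 50%, plus an integration ratio under a set limit after plate pattern correction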;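 note: plate controls were neutral control wells without compound for no effect and CRF at EC100 for full effect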
M4 PAM = human M4 muscarinic receptor positive allosteric modulators, primary screen, CHO-K1 cells, Fluo-8 calcium fluorescence; CHO-K1 hM4/Gqi5, ACh EC20; 0% = ACh EC20, 100% = maximal ACh; activation, % at 3 µM; 360,000 tested, 0.4% active;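 active = activation above its plate's cutoff, the mean activation of sample wells plus 3 SD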; note: some results filed as inactive read as strong as hits
CHRM4 antagonist = human M4 muscarinic receptor antagonists, primary screen, CHO cells, Fluo-8 calcium fluorescence; Muscarinic acetylcholine receptor M4 (Homo sapiens), P08173; CHO-hM4 cells, ACh EC80; inhibition, % at 3 µM; 360,000 tested, 0.73% active; AID 624125, 2012;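 active = inhibition above its plate's cutoff, the mean inhibition of sample wells plus 3 SD, cut at about 27% in these data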;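 note: 0% = acetylcholine EC80 with DMSO and 100% = DMSO without agonist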
CHRM5 antagonist = human M5 muscarinic receptor antagonists, primary screen, CHO cells, Fluo-8 calcium fluorescence | Muscarinic acetylcholine receptor M5 (Homo sapiens), P08912 | CHO-hM5 cells, ACh EC80 | inhibition, % at 3 µM | 360,000 tested, 0.59% active | AID 624040, 2012;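 active = inhibition above a per-plate cutoff, the mean of that plate's test compounds plus 3 SD, cut at about 27% in these data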;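 note: 0% = acetylcholine EC80 with DMSO and 100% = DMSO without agonist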
* hit, by the source's call; nt = not tested or not shown.

SMILES	M5 PAM	CRFBP-R2 block	CHRM5 agonist	CHRM1 PAM	M4 ag	CRFBP-R2 agonist	M4 PAM	CHRM4 antagonist	CHRM5 antagonist
O=C(Nc1cccc(Cl)c1N1CCCC1)c1ccc(Br)o1	1	-1	-1	7	-1	1.8	-1	-2	-3
CC(C(=O)Nc1ccc2c(c1)OCCO2)N(C)CC(=O)Nc1ccccc1Br (configuration not stated)	-3	-4	1	5	6	-0.6	8	-15	1
Cc1ccc(COc2ccsc2C(=O)NNC(N)=S)cc1	-1	-4	-2	3	2	-4.4	5	-11	-7
O=C(COC(=O)CCS(=O)(=O)c1ccc(F)cc1)NC1CCCCC1	6	4	1	6	0	-2.0	-1	-2	5
CC(C)c1ccc(NC2CCCN(C(=O)c3ccc(N4CCOCC4)cc3)C2)cc1 (configuration not stated)	8	-17	6	-5	7	-0.8	-5	4	-1
CN1C(=S)SC(N(O)C(=O)Nc2ccc(Cl)c(Cl)c2)C1(C)C (configuration not stated)	-8	-94	2	-6	11	1.1	-4	2	11
Cc1cc(OCC(=O)N(Cc2ccco2)C2CCS(=O)(=O)C2)cc(C)c1Cl (configuration not stated)	-1	5	1	9	4	-0.4	-3	-6	6
CCC(=O)NC(=S)Nc1ccccc1F	-2	8	-4	6	1	0.3	-1	-3	9
CN(CCc1ccccc1)c1cc2c(c3c1ccn3C)C1CCC2C1 (configuration not stated)	-1	nt	2	0	0	nt	-2	-5	-6
COc1ccc(Nc2ccc([N+](=O)[O-])cn2)cc1	-2	29	-7	-4	0	-1.0	-4	2	1
CN(C(=O)c1ccccc1C(=O)OCC(=O)Nc1cccc(Br)c1)c1ccccc1	1	-6	-1	1	1	-1.2	0	-6	-1
Cc1ccc(-c2noc(CN3CCC(C(N)=O)CC3)n2)cc1	-3	-55	-2	0	0	51*	-7	5	2
COC(=O)Cc1ccc(NC(=S)N2CCN(C(=O)C3CCCO3)CC2)cc1 (configuration not stated)	-3	1	-4	3	1	0.0	3	-7	1
CC1CCN(S(=O)(=O)c2cc(Br)cc(C(=O)NC3=NCCS3)c2)CC1	-8	-9	0	5	2	-1.0	-10	0	4
COC(=O)c1ccncc1N	7	-8	0	0	1	-1.0	0	0	5
CC(C)[C@H](NC(=O)c1ccccc1)C(=O)OCc1nnc(-c2ccccc2)o1	-2	4	2	11	3	-0.6	-1	2	3
CCOC(=O)c1c(NC(=O)c2cccc(N3C(=O)CCC3=O)c2)sc2c1CCN(CC)C2	-4	5	-7	-4	1	18	-8	11	18
COc1ccc(NC(=O)C2CCC(CNc3c(N4CCOCC4)c(=O)c3=O)CC2)cc1Cl (configuration not stated)	10	11	-1	14	0	0.9	5	5	0
Cc1cccc(Cc2nnc(CCC(=O)NCc3cn4ccccc4n3)o2)c1	4	-4	2	2	0	0.2	-1	9	5
COc1cc(CC(=O)N/N=C/c2ccc([N+](=O)[O-])cc2)c([N+](=O)[O-])cc1OC	1	0	1	-3	1	0.4	5	-10	-5
O=[N+]([O-])c1ccc2c(c1)ncn2-c1ccccc1	-4	44	-3	3	2	-2.4	0	9	-4
Cc1ccc(CNC(=O)c2ccc3c(=O)n4c(-c5ccc(C)cc5)csc4nc3c2)cc1	-8	-4	-1	20	-1	3.6	3	-4	8
CC(=O)Nc1ccc(C=NNc2ccc([N+](=O)[O-])cn2)cc1	3	-10	4	5	2	-1.0	7	-3	10
Cc1ccc(-c2noc(C3CCCN(C(=O)c4cccc([N+](=O)[O-])c4)C3)n2)o1 (configuration not stated)	-1	3	-1	10	4	-0.3	-1	-19	11
COc1ccc(CC(NC(C)=O)C(=O)NC2CCN(C(=O)c3cc(OC)c(OC)c(OC)c3)CC2)cc1 (configuration not stated)	1	-1	-1	6	0	3.8	6	2	2
COc1ccccc1OCCCC(=O)Nc1ccc2c(c1)OCCO2	-3	-2	-4	7	6	0.1	-3	-12	-11
COC(=O)c1cc(C(=O)OCC(=O)Nc2cc(C)on2)cc([N+](=O)[O-])c1	9	2	0	7	0	-3.7	19	-7	5
S=C(c1ccc(OCc2ccccc2)cc1)N1CCCC1	3	0	-7	8	0	1.7	2	-3	-3
COC(=O)c1sccc1NS(=O)(=O)c1ccccc1	-9	118*	-4	-3	0	0.5	-4	8	19
Cc1sc(NC(=O)C(C)C)c(C(=O)Nc2ccccc2)c1C	3	-11	-4	-3	1	-0.9	10	-6	3
CCOC(=O)C(Cc1ccc(O)cc1)NC(=O)CCc1c[nH]c2ccccc12 (configuration not stated)	-4	-14	15	0	9	17	-2	-5	4
Cc1onc(-c2ccccc2Cl)c1C(=O)Nc1nnc(-c2ccc(Cl)cc2Cl)s1	-6	-1	2	0	0	1.7	-4	-1	2
O=c1[nH]cc(S(=O)(=O)N2CCCc3ccccc32)c(=O)[nH]1	8	10	6	6	0	-0.7	5	-4	-9
CC(SCc1ccccc1)C(=O)Nc1ccccc1-c1ccccc1 (configuration not stated)	-1	11	-7	-4	-2	4.8	-3	-19	-5
c1csc(-c2cnc3ccccc3n2)c1	-2	-4	-1	5	-1	-0.3	12	4	-4
COc1ccc(Cc2nc(C(=O)Nc3ccc(OC)cc3)cs2)cc1	-4	23	2	-4	4	0.1	-2	-4	-7
CC1CCN(C(=O)c2[nH]cnc2C(=O)Nc2nccs2)CC1	0	-8	2	13	1	0.0	3	-4	1
S=c1nc(-c2ccco2)[nH][nH]1	4	-6	1	2	1	0.0	1	10	-1
CCCSc1nsc(SCCC)c1C(N)=O	4	-8	3	6	-2	-0.2	4	-6	-11
CC(C)C[C@H]1CN([C@@H](CC(C)C)CN2CCCC2CN2C(=S)NC[C@@H]2Cc2ccc(O)cc2)C(=S)N1CCc1ccccc1 (some centres not stated)	2	-1	1	-1	0	-0.2	1	-3	-17
CN(C)S(=O)(=O)c1ccc(Cl)c(C(=O)NC2CCN(Cc3ccccc3)C2)c1 (configuration not stated)	-7	-10	-3	9	1	1.6	-4	0	13
O=C(c1ccccc1)[C@@H]1[C@@H](C(=O)c2ccc(F)cc2)[C@@]2(C(=O)Nc3ccccc32)[C@H]2c3ccccc3C=CN12	-6	-72	1	2	5	0.5	-10	12	8
c1cc2c(cc1Oc1nc(N3CCOCC3)nc(N3CCOCC3)n1)OCO2	5	-38	-3	7	1	4.2	2	-3	-7
CCCCn1nc2cc(C(=O)NC[C@@H]3CCCO3)ccc2c1OCC	-8	10	0	9	0	-1.3	13	-2	6
CCOC(=O)C1CSC(CC(=O)Nc2ccc(Cl)cc2)C(=O)N1 (configuration not stated)	-3	0	1	-2	1	1.4	5	-18	-8
O=C(NCc1ccco1)C(c1cccnc1)N(C(=O)Cn1nnc2ccccc21)c1ccc(F)cc1 (configuration not stated)	4	-7	-3	4	0	2.8	20	-8	-10
CSc1nc(=O)[nH]nc1Sc1ccccc1	-3	6	3	7	-1	0.3	5	-7	6
COc1cc(C(=O)N2CCN(S(=O)(=O)c3cccs3)CC2)cc(OC)c1C	0	-7	3	10	4	-6.7	13	-13	0
COc1cccc(C2=Nn3c(nnc3-c3ccccc3O)SC2)c1	5	5	-17	6	1	-0.8	0	-9	7
Cc1ccc(OCCOc2ccc(Br)cc2)c([N+](=O)[O-])n1	-6	11	-4	-2	3	0.4	0	4	0

Some of the entries above in another layout:
The line under a structure holds: M5 PAM, CRFBP-R2 block, CHRM5 agonist, CHRM1 PAM, M4 ag, CRFBP-R2 agonist, M4 PAM, CHRM4 antagonist, CHRM5 antagonist
- CN(C)S(=O)(=O)c1ccc(Cl)c(C(=O)NC2CCN(Cc3ccccc3)C2)c1 (configuration not stated)
 : -7, -10, -3, 9, 1, 1.6, -4, 0, 13
- O=C(c1ccccc1)[C@@H]1[C@@H](C(=O)c2ccc(F)cc2)[C@@]2(C(=O)Nc3ccccc32)[C@H]2c3ccccc3C=CN12
 : -6, -72, 1, 2, 5, 0.5, -10, 12, 8
- c1cc2c(cc1Oc1nc(N3CCOCC3)nc(N3CCOCC3)n1)OCO2
 : 5, -38, -3, 7, 1, 4.2, 2, -3, -7
- CCCCn1nc2cc(C(=O)NC[C@@H]3CCCO3)ccc2c1OCC
 : -8, 10, 0, 9, 0, -1.3, 13, -2, 6

Further compounds.
SMILES	M5 PAM	CRFBP-R2 block	CHRM5 agonist	CHRM1 PAM	M4 ag	CRFBP-R2 agonist	M4 PAM	CHRM4 antagonist	CHRM5 antagonist
Cc1nn(C)c(-c2n[nH]c(=S)n2Cc2ccco2)c1Cl	1	18	-1	12	0	-0.5	7	0	1
COc1ccc([N+](=O)[O-])cc1N(CC(=O)NC1CCCCC1)S(C)(=O)=O	-7	12	-4	9	1	-1.6	5	-3	16
Cc1nc(C)c(C(=O)NCc2ccc(Cl)cc2)o1	-7	9	1	-4	3	0.0	8	-6	8
Cc1nonc1OCCn1c([N+](=O)[O-])cnc1C	7	-2	0	2	1	-2.0	-1	-6	-14
Cn1c2ccccc2c(=O)c2ccc(Cl)cc21	2	17	-7	6	0	-1.5	0	-7	11
CCc1ccc(NC(=O)CSc2nnc(C)c(=O)n2N)cc1	2	17	-2	10	1	0.8	-2	15	9
CCN(CC)CCCNC(=O)c1ccc(C)c(NC(=O)C2=C(C)OCCS2)c1	-4	-1	-5	1	1	0.8	4	-3	9
O=C(NC(c1ccc(F)cc1)c1ccc2ccccc2n1)C1CCN(Cc2cccc(C(F)(F)F)c2)CC1 (configuration not stated)	-6	nt	-2	-6	0	nt	0	-8	-3
CCC(C)NC(=O)C1CCN(C(=O)N(C)C)CC1 (configuration not stated)	-5	18	2	9	1	7.2	2	2	3
O=C(NC(=S)Nc1cccnc1)c1cccc(Cl)c1	-1	3	0	7	4	0.8	-1	9	-4
O=C(c1ccc([N+](=O)[O-])c(CS(=O)(=O)c2ccc(Cl)cc2)c1)N1CCCC1	-7	7	-2	5	2	-0.2	-7	4	5
CC(C)(C)c1ccc(C(=O)NCCC(=O)N2CCC3(CC2)NCCc2[nH]cnc23)cc1	5	-3	-6	-4	0	0.3	4	5	-5
Cc1cccc(CN2CCN(c3ccccn3)CC2)c1	2	-2	-6	-1	0	-0.4	18	-16	-3
O=C(CSCc1ccccc1Cl)NN=C1CCCCCC1	-5	9	-8	-4	3	-0.8	-6	-3	5
COc1ccc2[nH]c(CN3CCC(CO)(CCOc4ccccc4)CC3)c(C)c2c1	-3	7	-2	2	10	-1.0	-10	-2	-10
COc1ccccc1CCNC(=O)C(=O)NCCC1CCCCN1S(=O)(=O)c1cccs1 (configuration not stated)	-1	18	-1	-1	5	1.2	4	-10	8
COC(=O)CSc1nnc(CCc2ccccc2)n1C	4	-7	-2	2	-3	-0.6	7	-6	2
CC1CCCC(C)N1C(=O)COC(=O)c1c[nH]c2ccccc12 (configuration not stated)	1	3	2	3	2	-0.4	2	1	4
CCS(=O)(=O)N1CCN(C(=O)CC(C)C)CC1	-1	-6	1	11	0	-1.6	-3	-5	-4
CCOC(=O)C(C(=O)NCCCN1CCOCC1)C1CCCCC1 (configuration not stated)	1	15	-5	1	0	-1.9	-2	2	-1

High-throughput results from PubChem.
